DNMT1 block = blocks human DNA methyltransferase DNMT1; P26358; DNMT1 molecular beacon, Hinp1I cleavage, fluorescence; inhibition (reported as % activation of signal), % at 10 µM; 360,000 tested, 0.83% active; AID 588458; in the data active means inhibition above about 50%
CSN deneddyl inh = CSN deneddylation inhibition | Q92905 | 360,000 tested, 0.38% active | inhibition, % at 12.5 µM | AID 651999 | Purified CSN, SCF-Nedd8-OG deneddylation, fluorescence polarization;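 active means pattern-corrected inhibition above about 35%, with an unprinted fluorescence ratio check between 0.5 and 1.5, limit read from the data, passing the limit was not always enough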;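 further: 0% = enzyme with substrate and 100% = substrate without enzyme; some results filed as inactive read as strong as hits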
Target sequence (Q92905 whole entry, looked up, one chain of several): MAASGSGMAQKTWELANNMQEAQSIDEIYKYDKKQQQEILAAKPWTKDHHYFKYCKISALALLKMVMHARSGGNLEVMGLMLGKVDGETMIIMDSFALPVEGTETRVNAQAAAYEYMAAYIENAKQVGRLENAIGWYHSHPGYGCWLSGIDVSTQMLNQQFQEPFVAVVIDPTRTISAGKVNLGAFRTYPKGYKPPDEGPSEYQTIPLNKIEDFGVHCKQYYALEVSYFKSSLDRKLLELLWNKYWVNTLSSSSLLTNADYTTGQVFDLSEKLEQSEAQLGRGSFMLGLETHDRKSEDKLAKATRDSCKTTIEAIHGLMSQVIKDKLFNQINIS
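Assay system: purified human Csn5 enzyme expressed in HEK293T cells; measure: % inhibition; also added: SCFSkp2-Nedd8OG substrate at 10 nM final; technique: fluorescence polarization; times: reaction 90 min, room temperature; medium: Tris buffer pH 7.5, NaCl, DTT, Tween-20, trehalose, ovalbumin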
SUMO1-SIM PPI = SUMO1-SIM interaction modulation; P63165; SUMO1 binding to a labelled peptide, TR-FRET, 1 h; inhibition, % at 20 µM; 360,000 tested, 0.33% active; AID 602429; in the data active means inhibition above about 37%
Target sequence (P63165 whole entry, looked up): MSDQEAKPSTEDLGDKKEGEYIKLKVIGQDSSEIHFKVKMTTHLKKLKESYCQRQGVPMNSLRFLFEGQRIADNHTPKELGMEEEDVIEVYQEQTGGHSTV
NadD inh = NadD (S. aureus) enzyme inhibition; inhibition, % at 20 µM; 360,000 tested, 0.78% active; purified NadD enzyme, colorimetric absorbance read-out; in the data active means inhibition above about 26%; further: some compounds past the cut are filed as inactive
Tb MetRS inh = blocks T. brucei methionyl-tRNA synthetase activity; inhibition, % at 11.9 µM; 360,000 tested, 0.4% active; AID 624268; purified T. brucei MetRS, ATP depletion, Kinase-Glo luminescence;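 active means inhibition above a per-plate cutoff of the control wells' mean inhibition plus 3 SD, cut at about 5.5% in these data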;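 further: 0% = DMSO wells median and 100% = median of wells with control inhibitor compound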
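Test system – parasite MetRS enzyme · Reagent – substrates ATP, L-methionine and bulk Escherichia coli tRNA · Doses – 11.9 µM compound single dose, 0.9% DMSO · Times – 15 min enzyme-compound preincubation, 2 h reaction, 10 min detection, 25 °C · Signal – Kinase-Glo luminescence, ATP depletion format · Controls – DMSO-only wells as low control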
Rpn11 block = inhibitors of human proteasome Rpn11; O00487; human 26S proteasome, Ub4-pepOG fluorescence polarization; 20S core pre-blocked with epoxomicin; calls only at 20 µM; 360,000 tested, 0.59% active; AID 588493;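 active means inhibition at 20 µM, scaled to each plate's controls, above about 33%, limit read from the data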
Target sequence (O00487 whole entry, looked up): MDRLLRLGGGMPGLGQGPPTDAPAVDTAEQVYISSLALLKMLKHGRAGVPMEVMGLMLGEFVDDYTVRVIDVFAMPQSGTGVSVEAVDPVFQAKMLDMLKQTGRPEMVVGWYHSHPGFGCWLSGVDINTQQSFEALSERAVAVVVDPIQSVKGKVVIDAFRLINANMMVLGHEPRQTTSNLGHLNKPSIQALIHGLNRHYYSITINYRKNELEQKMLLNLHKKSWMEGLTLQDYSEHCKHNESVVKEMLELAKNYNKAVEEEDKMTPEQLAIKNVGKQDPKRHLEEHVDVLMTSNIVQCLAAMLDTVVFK
MLLE-PAM2 inh = blocks PAM2 peptide binding to the PABP1 MLLE domain | 360,000 tested, 0.36% active | inhibition, % at 20 µM | GST-MLLE / FITC-PAM2 fluorescence polarization; in the data active means inhibition above about 35%, passing the limit was not always enough;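 further: plate controls were DMSO wells with GST-MLLE for no effect and wells lacking GST-MLLE protein for full effect; some results filed as inactive read as strong as hits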
STEP inh = inhibitors of human striatal-enriched phosphatase STEP; inhibition, % at 20 µM; AID 588621; 360,000 tested, 0.25% active; recombinant STEP, OMFP fluorogenic substrate, fluorescence;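 active means inhibition at 20 µM, scaled per plate between control wells, above about 37%, limit read from the data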;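 further: 0% = DMSO with enzyme and substrate and 100% = substrate only without enzyme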
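Also added – OMFP at 25 µM · Test system – STEP tyrosine phosphatase · Technique – FITC-channel fluorescence of OMFP product · Schedule – 20 min at room temperature, dark · Evaluation – control-normalized % inhibition with plate pattern correction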
LMPTP inh = LMPTP (human) inhibition; inhibition, % at 20 µM; recombinant LMPTP-A, OMFP fluorogenic substrate, fluorescence intensity; P24666; 360,000 tested, 0.22% active;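 active means compounds that cut the enzyme signal by at least half of the control window in the single-dose screen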;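 further: plate controls were DMSO wells with enzyme plus substrate for no effect and substrate without enzyme for full effect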
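Assay system: LMPTP-A, protein tyrosine phosphatase of low molecular weight / Medium: pH 6.0 Bis-Tris buffer with DTT and Triton X-100 / Schedule: 50 min enzyme reaction at room temperature, protected from light / Measured by: endpoint fluorescence intensity from OMFP dephosphorylation / Read-out basis: % inhibition relative to no-enzyme and uninhibited control wells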
Scp-1 inhibitor = blocks human Scp-1 phosphatase activity. Q9GZU7. Recombinant Scp1, phosphopeptide, malachite green phosphate absorbance. inhibition, % at 20 µM. 340,000 tested, 0.88% active. AID 493091;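 active means inhibition above about 50% at 20 µM, limit read from the data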;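 further: plate controls were DMSO wells with enzyme for no effect and wells lacking enzyme for full effect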
Target sequence (Q9GZU7 76-261 limits assumed): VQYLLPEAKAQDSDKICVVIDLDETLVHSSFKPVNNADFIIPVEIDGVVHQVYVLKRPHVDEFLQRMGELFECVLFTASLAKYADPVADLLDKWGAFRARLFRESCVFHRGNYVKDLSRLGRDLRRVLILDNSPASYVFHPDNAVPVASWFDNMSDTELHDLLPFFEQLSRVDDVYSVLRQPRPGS
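System: SCP-1 catalytic domain; Reagent: Phospho 17-mer peptide substrate; Doses: one concentration, 20 µM, with 1.0% DMSO; Incubation: 45 min room-temperature reaction, 5 min colour, 30 min stabiliser; Signal: Phosphate-binding colour reagent, absorbance read at 630 nm.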
* hit, by the source's call; i = inactive; . = no result given; + = active, no number.

SMILES | DNMT1 block | CSN deneddyl inh | SUMO1-SIM PPI | NadD inh | Tb MetRS inh | Rpn11 block | MLLE-PAM2 inh | STEP inh | LMPTP inh | Scp-1 inhibitor
O=C(O)c1ccc(N2C(=O)/C(=C\c3ccccc3)N=C2c2ccccc2)cc1 | -6 | -2 | -23 | 0 | -0.5 | i | -10 | -1 | 0.0 | -13
CC1CN(c2nc(-c3ccc(Br)cc3)nnc2-c2ccccc2)CC(C)N1 (stereo not drawn) | 1 | 5 | -4 | -2 | -0.3 | i | -1 | 7 | -0.9 | -4
CC(OC(=O)c1ccc2ccccc2c1)C(=O)N(C)Cc1ccccc1 (stereo not drawn) | -1 | -3 | -14 | -8 | -0.6 | i | 8 | -3 | 3.8 | -8
NNC(=O)c1cncc(Br)c1 | 2 | -2 | 4 | -5 | -0.5 | i | 6 | -1 | -0.9 | -5
CCCOc1ccc(C2C(C(=O)OC)=C(C)N=C3SCCC(=O)N32)cc1OCC (stereo not drawn) | -2 | 2 | -9 | 5 | -1.2 | i | -131 | -4 | -1.9 | -3
c1ccc(SSc2ccccn2)nc1 | 7 | 1 | 1 | 5 | -0.5 | i | 25 | -1 | -0.9 | -7
O=C(CN(C(=O)c1csnn1)c1ccccc1F)NCc1ccccc1 | -1 | 2 | -12 | 4 | 0.2 | i | 16 | 5 | -2.7 | -2
CCC1CCCCN1CCCCOc1cccc(Cl)c1 (stereo not drawn) | -1 | -7 | 1 | -10 | -1.3 | i | -10 | 1 | -2.9 | -7
CCCCc1nc2cc(C(=O)N3CCN(c4nc(C)cnc4C)CC3)ccc2o1 | -2 | -1 | -4 | -5 | -0.6 | i | 6 | 0 | -0.9 | -3
CC1CCCCC1NC(=O)COc1ccc(C#N)cc1 (stereo not drawn) | -1 | -2 | 2 | 0 | -0.2 | i | 11 | -1 | -1.2 | -10
CCc1c(C)sc(NC(=O)Cn2nc(C(F)(F)F)c3c2CCCC3)c1C#N | 2 | 1 | -2 | -4 | -0.7 | i | 17 | -3 | 1.7 | -9
Cc1cc(SCc2ccc(Cl)cc2Cl)nc(=O)[nH]1 | 44 | 10 | 3 | 10 | 1.2 | + | -49 | 0 | 1.1 | 2

The closing three records of the part before are carried over, then new ones follow.
SMILES | DNMT1 block | CSN deneddyl inh | SUMO1-SIM PPI | NadD inh | Tb MetRS inh | Rpn11 block | MLLE-PAM2 inh | STEP inh | LMPTP inh | Scp-1 inhibitor
CC1CCCCC1NC(=O)COc1ccc(C#N)cc1 (stereo not drawn) | -1 | -2 | 2 | 0 | -0.2 | i | 11 | -1 | -1.2 | -10
CCc1c(C)sc(NC(=O)Cn2nc(C(F)(F)F)c3c2CCCC3)c1C#N | 2 | 1 | -2 | -4 | -0.7 | i | 17 | -3 | 1.7 | -9
Cc1cc(SCc2ccc(Cl)cc2Cl)nc(=O)[nH]1 | 44 | 10 | 3 | 10 | 1.2 | + | -49 | 0 | 1.1 | 2
O=C(CNC(=O)c1ccc2ccccc2c1)NC1CCCCC1 | 1 | -4 | -7 | -6 | -0.2 | i | -2 | 1 | -1.2 | -3
O=C(CN1CCN(C(=O)c2ccco2)CC1)Nc1ccc2c(c1)OCO2 | 0 | 1 | 0 | -2 | -0.5 | i | 3 | -2 | -0.6 | -2
O=C(CN1CCCC1)NCC(=O)Nc1ccc(F)cc1 | 7 | -3 | 4 | 0 | 0.3 | i | -8 | 0 | -0.1 | -9
Cc1cc(S(=O)(=O)N2CCOCC2)ccc1OCC(=O)Nc1ccccc1F | 2 | 1 | 3 | -4 | 0.6 | i | 11 | -3 | -1.0 | -5
CCO[C@H]1OC(C(=O)N2CCOCC2)=C[C@@H](C2CC2)[C@@H]1CCCO | 3 | -5 | -1 | -5 | -0.2 | i | 1 | -2 | -2.4 | 0
FC(F)(F)c1ccccc1CNCc1ccncc1 | 1 | 1 | 3 | 0 | -0.5 | i | -23 | 0 | -2.9 | -5
O=c1[nH]cc(N2CCCCCC2)c(=O)[nH]1 | -6 | 5 | 0 | 1 | -1.1 | i | 4 | 1 | -0.3 | -7
CC(=O)N1CC[n+]2c(-c3ccc(Cl)cc3Cl)csc21 | 4 | 5 | 4 | 5 | 0.6 | i | 22 | 1 | 0.3 | -4
CC(=O)Nc1ccc(NC(=O)CS(=O)(=O)Cc2ccccc2)cc1 | -4 | 0 | 2 | -8 | 0.1 | i | 10 | -1 | -0.2 | -10
CCOc1c(C)cc(S(=O)(=O)NCc2cccnc2)c(C)c1C | -2 | 4 | 1 | -5 | -0.9 | i | -4 | -2 | -0.2 | -6
Cc1ccc(-n2nc3cc(C)c(N)cc3n2)cc1 | -20 | 1 | -6 | 12 | -0.2 | i | -46 | 1 | 1.4 | 6
CCOc1ccc(NC(=O)COC(=O)c2c(OC)cccc2OC)cc1 | 0 | -1 | 2 | -9 | -0.4 | i | -1 | 1 | -1.0 | -14
Cc1cccc(N(CC(N)=O)C2SC(=O)NC2=O)c1 (stereo not drawn) | 2 | -1 | 0 | 8 | 0.7 | i | -9 | 0 | -1.9 | 3
CCOc1ccc(-c2n[nH]c(=S)c3ccccc23)cc1 | -4 | 5 | -3 | -1 | -0.3 | i | -56 | 1 | 0.6 | -6
CCOC(=O)c1c(C)[nH]c(C)c1C(=O)COC(=O)c1ccc(OC)cc1 | -7 | 13 | 4 | -4 | -0.4 | i | -12 | -3 | 0.8 | -12
CCOC(=O)c1cnc(SCC(=O)N2CCc3ccccc32)nc1N | -1 | 2 | -9 | 6 | -0.3 | i | 17 | 1 | -0.4 | -8
CCCN(CCC)CCSc1nc(O)c(C(C)C)c(=O)[nH]1 | 1 | 3 | 6 | 0 | -0.3 | i | 16 | -1 | -1.5 | 0
Cc1coc2cc3oc(=O)cc(C)c3cc12 | 7 | 0 | 1 | 3 | -1.2 | i | -6 | 0 | 1.9 | -1
CCN(Cc1ccccc1)S(=O)(=O)c1ccc(C(=O)N(CCCN(C)C)c2nc3cc4c(cc3s2)OCO4)cc1 | 0 | -4 | -39 | 5 | -0.4 | i | 11 | 5 | -3.1 | 2
COc1ccc(-c2nnn(CCc3nn[nH]n3)n2)cc1 | 5 | -4 | 2 | -3 | -2.9 | i | 19 | -1 | -0.8 | -8
CCc1ccccc1N=Cc1c(C)c(C#N)c2[nH]c3ccccc3n2c1=O | 3 | -11 | -6 | 7 | -0.3 | i | 183 | -10 | 1.6 | 6
CC1CCC(N2CCN(S(C)(=O)=O)CC2)CC1 (stereo not drawn) | -2 | -1 | 2 | -1 | -0.6 | i | 10 | 3 | -1.9 | -9
CC(C)CNC(=O)c1cccc(NC(=O)CCc2ccccc2)c1 | 2 | -2 | 1 | -6 | -0.6 | i | -12 | -1 | 0.0 | -4
Cc1c(C(=O)O)[nH]c2c1C(=O)CC(c1ccc(Cl)cc1)C2 (stereo not drawn) | -9 | 3 | 4 | -1 | 0.7 | i | 6 | -2 | -1.2 | -9
CN(CC(=O)Nc1ccc(F)c(Cl)c1)S(=O)(=O)c1cccc2nsnc12 | -4 | 1 | -23 | -11 | 0.4 | i | 2 | -4 | 0.0 | -7
O=S(=O)(Nc1nccs1)c1ccc2c(c1)OCCO2 | 1 | 5 | 2 | -2 | 0.0 | i | -5 | 2 | 1.1 | -5
Cc1ccccc1OCCC(=O)Nc1ccc(F)c(Cl)c1 | 3 | -16 | -1 | -5 | 1.2 | i | 12 | -2 | 0.5 | -12
CCn1c(O)c(N=NC(=O)Cc2csc(N3CCOCC3)n2)c2ccccc21 | -1 | 4 | -20 | -7 | -1.6 | i | 15 | -4 | -1.7 | -5
Cc1ccc(NC(=O)CN(C)C(=O)CSc2nnc(N)s2)cc1 | 2 | -4 | -2 | 7 | -0.2 | i | -8 | -3 | -0.3 | 0
O=C(NCCc1cccs1)c1ccc(CS(=O)Cc2cccc(Cl)c2)o1 (stereo not drawn) | -2 | 5 | -4 | -4 | -0.2 | i | 2 | -3 | 0.3 | .
O=C(CSc1nnc(-c2cccc(F)c2)o1)N1CCCC1 | -1 | 1 | -2 | 3 | -0.3 | i | -8 | 1 | -0.2 | -2
CCCCC(=O)Nc1cccc(NC(=O)c2cccnc2Cl)c1 | 3 | -3 | -2 | -2 | 0.1 | i | -5 | 1 | -0.3 | -8
Cc1onc(-c2ccccc2)c1C(=O)NCC1CCCO1 (stereo not drawn) | 3 | -6 | -1 | -1 | -1.8 | i | -11 | -3 | -0.2 | -5
CC(C)(C)C1(O)CC(C(F)(F)F)=NN1C(=O)Cc1ccc([N+](=O)[O-])cc1 (stereo not drawn) | -2 | 1 | -7 | -6 | -0.4 | i | -76 | 0 | 0.0 | -7
COCCCN1C(=O)C(=O)/C(=C(/O)c2ccc(OCC(C)C)cc2C)C1c1cccnc1 (stereo not drawn) | -9 | 4 | -1 | 7 | -0.7 | i | 0 | 2 | -2.0 | -4
COc1ccc(-c2noc(CCC(=O)NCCCN3CCC(C)CC3)n2)cc1 | -2 | 3 | -1 | -2 | -0.7 | i | -6 | -4 | -2.5 | 0
CCCCN1C(=O)c2ccc(C(=O)OCC(=O)N3CCN(c4ccccc4)CC3)cc2C1=O | -1 | -4 | -27 | -7 | -0.4 | i | 7 | 2 | 1.5 | -7
COc1ccccc1Nc1ncnc2nc[nH]c12 | 4 | 3 | 2 | -3 | 0.1 | i | -5 | -3 | 0.6 | -4
COC(=O)C1CCN(Cc2cn(-c3ccccc3)nc2-c2ccc3c(c2)OCO3)CC1 | 0 | 1 | 11 | -5 | -0.3 | i | 2 | 2 | -3.0 | -1
Cc1ccc2[nH]c3c(c2c1)CCCC3C(N)=O (stereo not drawn) | 3 | -10 | 2 | 4 | -1.4 | i | 17 | -1 | 1.4 | 4
COC(=O)c1ccc(COc2ccc(C(C)(C)C)cc2)o1 | 4 | -4 | 4 | -11 | -1.0 | i | -12 | 4 | 3.4 | -10
CCOc1ccccc1NC(=O)c1cc(-c2ccccn2)nc2ccccc12 | -1 | -4 | -10 | 6 | -0.3 | i | 10 | 4 | 0.1 | -5
CCC(CC)COC(=O)C1=C(C)NC(=O)NC1c1ccc2c(c1)OCO2 (stereo not drawn) | 0 | 2 | 1 | -10 | -0.4 | i | -9 | 0 | 2.7 | -6

2 compounds from above, reduced to Rpn11 block, Scp-1 inhibitor and NadD inh.
SMILES | Rpn11 block | Scp-1 inhibitor | NadD inh
CCCCN1C(=O)c2ccc(C(=O)OCC(=O)N3CCN(c4ccccc4)CC3)cc2C1=O | i | -7 | -7
COc1ccccc1Nc1ncnc2nc[nH]c12 | i | -4 | -3
